IL-1B inflam inh: blocks inflammasome-driven IL-1 beta release | hit rate 4.7% among 360,000 | THP-1 LPS/ATP IL-1B secretion, AlphaLISA, 16 h; active compounds read low | activity change, % at 57.5 µM; in the data active means activity change below about -50%; inconclusive means mostly about -30% to -49%; further: on the % scale 0 is the no-effect control and ±100 the full control effect
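Secreted IL-1B measured by AlphaLISA bead assay after 16 h compound exposure of THP-1 cells; compounds (final up to 57.5 uM) added 1 h before LPS (250 ng/mL) and ATP (1.25 mM) stimulation; lower signal means less secretion.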
SW480 rereplic: inducers of DNA re-replication in SW480 colon cancer cells; SW480 DNA re-replication, Hoechst DNA content imaging, 48 h; Potency, µM (series often up to 46.1 µM), for the others: at the top dose re-replication activation, hits mostly activators; hit rate 1.8% among 340,000; AID 624297; further: potency means the concentration at half of the fitted maximal effect; % of control where 0% means no effect; nearly all actives have a fitted effect of over 55% in size
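Image-based DNA-content assay: after two days of treatment, nuclei were labelled with the DNA dye Hoechst and imaged, and hits were compounds raising the count of nuclei showing high fluorescence intensity.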
HT1080-NT tox: kills 2HG-producing HT-1080-NT fibrosarcoma cells; HT-1080-NT fibrosarcoma viability, CellTiter-Glo ATP luminescence, 48 h; Potency, µM (titrated, usually from 46.1 µM), for the others: top-dose activity, negative = less viability, usual class: cytotoxic; hit rate 1.6% among 360,000; AID 686970;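 further: NT is the 2HG producing partner of a matched IDH1 knockdown line; potency means the concentration at half of the fitted maximal effect; 0% = DMSO-treated cells and -100% = media-only wells without cells; nearly all actives have a fitted effect of over 55% in size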
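Viability of the 2HG-overproducing fibrosarcoma line after 48 hours of compound exposure at 37 degrees C was determined by luminescence with CellTiter-Glo, and concentration-effect curves were then fitted and categorized.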
DRD3 antagonist: blocks the human D3 dopamine receptor; P35462; D3R cells, DiscoveRx beta-arrestin luminescence, antagonist mode; active compounds read low; max response, negative = inhibition, %; hit rate 2.5% among 360,000; in the data active means max response below about -50%; inconclusive means no clear call, values can overlap the other calls; further: on the % scale 0 is the no-effect control and ±100 the full control effect; mostly tested at two doses, the higher about 12 µM
Target sequence (P35462 whole entry, looked up): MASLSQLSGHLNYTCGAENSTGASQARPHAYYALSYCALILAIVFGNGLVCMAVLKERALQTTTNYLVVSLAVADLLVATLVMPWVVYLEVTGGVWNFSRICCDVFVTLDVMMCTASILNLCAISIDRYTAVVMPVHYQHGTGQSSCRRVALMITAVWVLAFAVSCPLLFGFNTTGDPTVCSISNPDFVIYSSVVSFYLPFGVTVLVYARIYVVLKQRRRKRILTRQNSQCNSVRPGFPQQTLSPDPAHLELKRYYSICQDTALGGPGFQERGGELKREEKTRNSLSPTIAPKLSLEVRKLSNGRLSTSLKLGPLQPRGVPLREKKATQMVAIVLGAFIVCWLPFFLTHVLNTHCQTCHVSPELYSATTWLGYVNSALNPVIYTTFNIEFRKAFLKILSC
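Cells plated overnight at 1500 cells/well, then exposed to library compounds with dopamine controls for 90 minutes at 37 degrees C. DiscoveRx reagent added for 30–60 minutes at room temperature; luminescence read, quantitative HTS format.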
GLP1R ag: activates the human GLP-1 receptor; P43220; AID 624172; Potency, µM (doses to about 45.6 µM), for inactives: at the highest dose activation, hits mostly activators; HEK293 GLP-1R CRE-luciferase, luminescence, 4-6 h; cells express a hypersensitive GLP-1R form; hit rate 0.007% among 380,000; further: potency means the concentration at half of the fitted maximal effect; % of control where 0% means no effect
Target sequence (P43220 whole entry, looked up): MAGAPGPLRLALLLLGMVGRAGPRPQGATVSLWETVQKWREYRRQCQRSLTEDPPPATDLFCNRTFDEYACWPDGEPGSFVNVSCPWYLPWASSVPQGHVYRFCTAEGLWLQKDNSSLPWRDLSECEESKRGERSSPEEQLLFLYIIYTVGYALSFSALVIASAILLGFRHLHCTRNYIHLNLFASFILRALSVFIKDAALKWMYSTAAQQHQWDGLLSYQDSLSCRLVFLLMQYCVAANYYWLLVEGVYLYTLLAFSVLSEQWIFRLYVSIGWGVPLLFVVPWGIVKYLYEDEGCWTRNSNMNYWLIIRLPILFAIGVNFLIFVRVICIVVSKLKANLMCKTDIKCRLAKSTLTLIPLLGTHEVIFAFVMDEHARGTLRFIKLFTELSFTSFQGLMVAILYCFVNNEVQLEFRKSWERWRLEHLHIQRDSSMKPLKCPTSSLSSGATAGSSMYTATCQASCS
KB-3-1 cytotox: kills parental KB-3-1 adenocarcinoma cells; AID 1347075; Potency, µM (doses to about 46.1 µM), for the others: top-dose activity change, negative = cytotoxic, hits mostly cytotoxic; hit rate 1.4% among 400,000; KB-3-1 viability, CellTiter-Glo ATP luminescence, 72 h; further: potency means the concentration at half of the fitted maximal effect; on the % scale 0 is the no-effect control and ±100 the full control effect; nearly all actives have a fitted effect of over 60% in size
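KB-3-1 cells, DMEM (no phenol red) + 10% FBS; compound by pin transfer, 72 h, 37 °C. Readout: CellTiter-Glo luminescence after 10 min. Data normalized, curve-fitted.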
KB-V1 cytotox: kills drug-selected multidrug resistant KB-V1 cells. Potency, µM (titrated, usually from 46.1 µM), without a hit: top-dose activity change, negative = cytotoxicity, most hits filed as cytotoxic. KB-V1 MDR cells viability, CellTiter-Glo, 72 h. hit rate 3.4% among 400,000; further: potency means the concentration at half of the fitted maximal effect; on the % scale 0 is the no-effect control and ±100 the full control effect; nearly all actives have a fitted effect of over 60% in size
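qHTS viability screen in drug-selected KB-V1 MDR cells: 72 h compound treatment at 37 degrees C, ATP luminescence end point.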
HT1080 IDH1KD tx: kills HT-1080 cells with IDH1 knockdown | Potency, µM (titrated, usually from 46.1 µM), for inactives: at the top dose activity, negative = toxicity, hits mostly cytotoxic | hit rate 2% among 360,000 | AID 686971 | HT-1080 IDH1 knockdown viability, ATP luminescence, 48 h;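 further: potency means the concentration at half of the fitted maximal effect; 0% = DMSO wells and -100% = cell-free medium wells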
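In this qHTS, HT-1080 cells depleted of IDH1 are exposed for 48 h at 37 °C to compound titrations. Toxicity is scored from CellTiter-Glo luminescence, with DMSO as full viability and medium alone as none.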
DRD3 agonist: D3 dopamine receptor (human) agonism. hit rate 0.58% among 410,000. AID 652048. P35462. max activation, %. D3R DiscoveRx beta-arrestin cells, luminescence, 90 min; in the data active means max activation above about 30%; further: 0% is about no effect; mostly tested at two doses, the higher about 12 µM
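Cells at 1500/well, incubated overnight, then treated with pinned compounds (dopamine as control) for 90 min at 37 degrees C. DiscoveRx reagent added for 30 - 60 minutes at room temperature; luminescence read.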
* marks the source's active call; other numbers are inactive results; u = inconclusive; x = not tested or not shown. Unless noted, the call rests on the fitted dose curve; in most records, active means well fitted curve in the direction sought with a large enough effect; inconclusive means small, poorly fitted or top-dose-only effect, or another doubt; inactive means no such curve, though single readings can be large; an effect the other way counts as inactive or inconclusive. An unsorted share of the library; 12% or so of the library scored in one or more.

SMILES | IL-1B inflam inh | SW480 rereplic | HT1080-NT tox | DRD3 antagonist | GLP1R ag | KB-3-1 cytotox | KB-V1 cytotox | HT1080 IDH1KD tx | DRD3 agonist
CC(C)CCn1cnc2c(cnn2-c2ccc(F)cc2)c1=O | -13 | -5% | -3% | 0 | 4% | -5% | u | 1% | -13
CC(C)=CCC/C(C)=C/C(=O)O | 14 | 0% | 5% | 8 | 7% | -10% | -21% | 1% | 0
COC(=O)c1cc2sc(Cl)cc2n1Cc1nc(-c2ccccc2)oc1C | 7 | 3% | -2% | 0 | -5% | -14% | -19% | 3% | 4
COc1cccc(CNC(=O)c2ccc(COc3ccccc3)cc2)c1 | 0 | 0% | -4% | u | 0% | 1% | 0% | -3% | -13
Cc1cc(NC(=O)c2cccnc2Cl)ccc1NC(=O)c1cc2ccccc2o1 | -7 | -9% | -18% | 0 | 9% | -4% | u | -15% | 14
O=C(CCCSc1nc2ccccc2[nH]1)NCc1ccccc1 | 12 | -12% | 13% | 0 | -5% | 8% | -24% | 9% | -8
Oc1ccccc1N1CCN(c2ncccn2)CC1 | 2 | -8% | 3% | 29 | -6% | 11% | 0% | 27% | -1
NC(=O)C1CCN(C(=O)c2ccc3c(=O)n(Cc4ccco4)c(SCc4ccc([N+](=O)[O-])cc4)nc3c2)CC1 | -19 | 1% | -5% | -4 | -4% | u | -12% | -3% | 3
Cc1nc(SCC(=O)N2CCOCC2)c2c(=O)n(C)c(=O)n(C)c2n1 | -1 | -1% | 14% | 14 | 7% | 4% | 2% | 11% | 6
CCOC(=O)c1nc(C)[nH]c1C(=O)OCC | -12 | 0% | 4% | 0 | 15% | -2% | 2% | -3% | -5
Clc1ccc(-c2nnc(-c3ccco3)o2)cc1 | -2 | 2% | 5% | -16 | -5% | -10% | -3% | 8% | 2
CC1=C(C(=O)NC(C)c2ccc3c(c2)OCCO3)C2(CCC(C)CC2)OC1=O (stereo not drawn) | 44 | -6% | -11% | -1 | -9% | 2% | -4% | -7% | -2
OCCn1c(C(F)(F)F)nc2ccccc21 | 7 | 4% | 0% | -18 | 1% | -24% | 12% | 2% | -11
CCn1cc(S(=O)(=O)c2ccc(C)cc2)c(=O)c2cc(OC)ccc21 | 15 | -1% | -1% | 0 | 12% | 5% | -1% | 3% | 1
CCOC(=O)c1ccccc1NC(=O)COC(=O)CC1CCCCC1 | 7 | -10% | 4% | 2 | 7% | x | x | 14% | 2
CCCCNC(=O)CC1SC(=NCC)N(CC)C1=O (stereo not drawn) | -3 | -2% | 4% | 24 | -5% | 2% | 3% | 3% | 0
CCOC(=O)c1ccc(N2CN=C3SCC(=O)N3C2)cc1 | 7 | -17% | 0% | 10 | -7% | 8% | 11% | -12% | 3
O=C(NCc1ccccc1)C1=C[C@H](c2ccccc2)C[C@H](OCc2ccc(CO)cc2)O1 | -4 | u | 0% | 3 | 21% | 0% | -2% | -2% | 2
COc1cc(OC)c(C(=O)NNC(=O)c2ccc(NS(=O)(=O)c3cccs3)cc2)cc1OC | -1 | -7% | -3% | -14 | -1% | 14% | -1% | 6% | 2
Cc1ccc(Oc2ccccc2/C=C/C(=O)O)cc1 | 15 | -12% | 17% | -22 | 8% | 8% | 8% | 14% | 2
Cc1cc(OCc2nc(-c3cccnc3)no2)c(C)cc1Br | -1 | -3% | 11% | 24 | -11% | 25% | 29% | 5% | 3
N#Cc1ccc(OCC(=O)NCCc2ccccn2)cc1 | 10 | 7% | 8% | -19 | 1% | 11% | 20% | 7% | 13
N#CC(=C1Nc2ccccc2N1)S(=O)(=O)c1ccccc1 | 13 | u | -16% | 17 | 2% | 2% | -7% | -7% | 2
Cc1ccc(N=Cc2c(O)n(-c3cc(Cl)ccc3N3CCOCC3)c(=O)c3ccccc23)cc1C | u | 12% | 15% | 6 | -17% | 4% | 14% | 6% | 1
O=C(Cc1c(F)cccc1Cl)Nc1ccc(-n2cnnn2)cc1 | -7 | -2% | 6% | 5 | 3% | 2% | -7% | 8% | 4
CC1(c2cccc(Br)c2)NC(=O)N(CC(=O)NCCC2=CCCCC2)C1=O (stereo not drawn) | 2 | x | -2% | -10 | 5% | -2% | u | -5% | -3
CCOCc1nnc(NC(=O)C2CC(=O)N(CCc3ccc(F)cc3)C2)s1 (stereo not drawn) | 46 | -9% | 7% | 3 | 9% | 12% | 29% | 6% | 2

2 of the compounds above, with each value named:
> OCCn1c(C(F)(F)F)nc2ccccc21
  IL-1B inflam inh: 7	SW480 rereplic: 4%	HT1080-NT tox: 0%	DRD3 antagonist: -18	GLP1R ag: 1%	KB-3-1 cytotox: -24%	KB-V1 cytotox: 12%	HT1080 IDH1KD tx: 2%	DRD3 agonist: -11
> COc1cc(OC)c(C(=O)NNC(=O)c2ccc(NS(=O)(=O)c3cccs3)cc2)cc1OC
  IL-1B inflam inh: -1	SW480 rereplic: -7%	HT1080-NT tox: -3%	DRD3 antagonist: -14	GLP1R ag: -1%	KB-3-1 cytotox: 14%	KB-V1 cytotox: -1%	HT1080 IDH1KD tx: 6%	DRD3 agonist: 2

Reformatted with two lines to a compound: part of the list above
The line under a structure holds: IL-1B inflam inh, SW480 rereplic, HT1080-NT tox, DRD3 antagonist, GLP1R ag, KB-3-1 cytotox, KB-V1 cytotox, HT1080 IDH1KD tx, DRD3 agonist
CC(C)CCn1cnc2c(cnn2-c2ccc(F)cc2)c1=O
    -13, -5%, -3%, 0, 4%, -5%, u, 1%, -13
CC(C)=CCC/C(C)=C/C(=O)O
    14, 0%, 5%, 8, 7%, -10%, -21%, 1%, 0
COC(=O)c1cc2sc(Cl)cc2n1Cc1nc(-c2ccccc2)oc1C
    7, 3%, -2%, 0, -5%, -14%, -19%, 3%, 4
COc1cccc(CNC(=O)c2ccc(COc3ccccc3)cc2)c1
    0, 0%, -4%, u, 0%, 1%, 0%, -3%, -13
Cc1cc(NC(=O)c2cccnc2Cl)ccc1NC(=O)c1cc2ccccc2o1
    -7, -9%, -18%, 0, 9%, -4%, u, -15%, 14
O=C(CCCSc1nc2ccccc2[nH]1)NCc1ccccc1
    12, -12%, 13%, 0, -5%, 8%, -24%, 9%, -8
Oc1ccccc1N1CCN(c2ncccn2)CC1
    2, -8%, 3%, 29, -6%, 11%, 0%, 27%, -1
NC(=O)C1CCN(C(=O)c2ccc3c(=O)n(Cc4ccco4)c(SCc4ccc([N+](=O)[O-])cc4)nc3c2)CC1
    -19, 1%, -5%, -4, -4%, u, -12%, -3%, 3
Cc1nc(SCC(=O)N2CCOCC2)c2c(=O)n(C)c(=O)n(C)c2n1
    -1, -1%, 14%, 14, 7%, 4%, 2%, 11%, 6
CCOC(=O)c1nc(C)[nH]c1C(=O)OCC
    -12, 0%, 4%, 0, 15%, -2%, 2%, -3%, -5

Compound activity deposited in PubChem BioAssay by National Center for Advancing Translational Sciences (NCATS).
